Bioassay records (PubChem)
GAA inh: blocks human lysosomal alpha-glucosidase; 200,000 tested, 0.005% active; purified human GAA, 4-MU-alpha-glucoside fluorescence; P10253; AID 1466; Potency, µM (doses to about 76.9 µM), without a hit: top-dose activity change, negative = inhibition, actives largely listed as inhibitors;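 note: potency is the fitted concentration of half-maximal effect; plate controls were uninhibited enzyme wells for no effect and no-enzyme background for full effect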
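Endpoint fluorogenic read: 20 min room-temperature reaction of 4 nM human alpha-glucosidase with 400 uM 4-methylumbelliferyl-alpha-D-pyranoside, pH 5.0, quenched with 1M NaOH/1M glycine pH 10. AC50 from Hill modeling.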
GAA glycogen: GAA glycogen-cleavage inhibition or activation. Potency, µM (highest dose often 76.4 µM), for inactives: at the highest dose activity change, negative = inhibition, usual class: inhibitors. 300,000 tested, 0.38% active. recombinant GAA, glycogen substrate, Amplex Red glucose oxidase fluorescence;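 note: potency is the fitted concentration of half-maximal effect; 0% = full enzyme reaction and -100% = no-enzyme basal signal; the screen sought inhibitors and activators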
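Recombinant human enzyme (4 nM); glycogen substrate; 37 C, 40 min, pH 5.0. Readout: coupled glucose oxidase/Amplex Red fluorescence.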
CBFb-RUNX1 inh: CBF-beta/RUNX1 interaction disruption | Q01196+Q13951 | AlphaScreen CBFb-His/RUNX1-biotin binding, biochemical | Potency, µM (highest dose often 59.8 µM), inactives show at the highest dose activity, negative = inhibition, actives largely listed as inhibitors | 230,000 tested, under 10 active | AID 1477; note: % of control where 0% means no effect
Target sequence (Q01196 whole entry, looked up): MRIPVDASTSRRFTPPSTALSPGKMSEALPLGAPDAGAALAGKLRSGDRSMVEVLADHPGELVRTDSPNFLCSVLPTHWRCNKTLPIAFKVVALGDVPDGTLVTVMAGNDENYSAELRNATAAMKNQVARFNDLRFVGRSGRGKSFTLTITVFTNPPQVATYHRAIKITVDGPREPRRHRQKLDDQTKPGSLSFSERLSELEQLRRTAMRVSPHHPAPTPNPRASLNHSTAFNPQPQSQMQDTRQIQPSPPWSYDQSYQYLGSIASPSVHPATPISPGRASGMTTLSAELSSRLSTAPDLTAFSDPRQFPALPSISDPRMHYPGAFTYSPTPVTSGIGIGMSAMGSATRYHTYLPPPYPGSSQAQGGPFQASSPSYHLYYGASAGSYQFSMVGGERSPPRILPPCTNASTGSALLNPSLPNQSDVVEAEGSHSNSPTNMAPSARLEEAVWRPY
Target sequence (Q13951 whole entry, looked up): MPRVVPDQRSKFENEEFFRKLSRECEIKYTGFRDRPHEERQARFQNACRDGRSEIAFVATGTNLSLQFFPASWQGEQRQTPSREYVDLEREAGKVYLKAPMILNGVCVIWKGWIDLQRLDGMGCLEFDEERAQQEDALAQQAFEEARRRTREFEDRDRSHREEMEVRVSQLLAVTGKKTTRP
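Bead-based AlphaScreen assay; binding partners His-tagged CBF-beta and biotinylated RUNX1 at 30 nM each. Compound exposure 15 min after a 20-min protein preincubation; bead step 90 min; all steps at room temperature.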
aGlu spleen mod: inhibits or activates alpha-glucosidase in human spleen homogenate; P10253; human spleen homogenate, 4-MU-alpha-glucoside fluorescence; Potency, µM (top dose mostly 79.9 µM), for inactives: at the highest dose activity change, negative = inhibition, usual class: inhibitors; 240,000 tested, 0.006% active; AID 2112;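 note: potency is the fitted concentration of half-maximal effect; 0% = enzyme with vehicle and -100% = no enzyme basal signal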
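Compounds were titrated against alpha-glucosidase in spleen homogenate at pH 5.0, with 1 mM 4-methylumbelliferyl substrate for 40 min at 37 C. Reactions were quenched with pH 10 NaOH/glycine and fluorescence measured.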
HTT cytoprotect: protects HTT-Q103 PC12 cells, measured by ATP; Potency, µM (highest dose often 56.4 µM), without a hit: cytoprotection (ATP increase), hits mostly activators; 230,000 tested, 0.14% active; PC12 HTT-Q103 induced, cytoprotection, ATP luminescence, 40 h;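 note: potency is the fitted concentration of half-maximal effect; % of control where 0% means no effect; nearly all actives have a fitted effect of over 45% in size; toxic huntingtin expression switched on by the ecdysone agonist tebufenozide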
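Readout: ATPlite luminescence (ATP level). Model: stable PC12, inducible Htt exon1 Q103-GFP. Inducer: tebufenozide, 100 nM final. Compounds: dose series. No G418 in medium.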
Lamin A splicing: LMNA splicing modulation | HeLa LMNA splicing GFP/RFP minigene ratio, 48 h | Potency, µM (top dose mostly 46.1 µM), for inactives: top-dose ratio change, negative = inhibition, actives largely listed as inhibitors | 200,000 tested, 0.01% active | AID 1487; active = well fitted inhibition curve with a large enough effect in the signal ratio, with a control signal flat, not every such curve was filed as active; inconclusive = small, poorly fitted or top-dose-only effect, or effect the other way, or a change in a side signal; the % refers to the signal ratio; note: potency is the fitted concentration of half-maximal effect; % is set by controls: 0 for no effect and ±100 for the full control effect
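S3 HeLa stable clones carrying a lamin A-EGFP splicing minigene plus DsRed2 were seeded at 600 cells/well in Opti-MEM with 2% FBS, pin-dosed and incubated 48 h at 37°C. Acumen cytometry (488 nm) gave the GFP/RFP total-intensity ratio.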
HTT aggregate: reduces HttQ103-GFP aggregates in PC12 cells; PC12 HttQ103-GFP aggregates, Acumen cytometry, 40 h; AID 1688; Potency, µM (series often up to 46.1 µM), for inactives: top-dose activity change, negative = inhibition, hits mostly inhibitors; 220,000 tested, 1.1% active; note: potency is the fitted concentration of half-maximal effect; % is set by controls: 0 for no effect and ±100 for the full control effect; nearly all actives have a fitted effect of over 60% in size
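Huntingtin Q103 exon 1–GFP aggregates in induced PC12 cells (100 nM tebufenozide) were quantified by cytometry from lysates, with compounds dosed in titration.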
Numbers without * were called inactive; ? = inconclusive; / = not tested or not shown; & = joins results of further samples; [ ] = remark or other dose. Unless noted, calls come from the whole dose curve; as a rule, active = well fitted curve in the direction sought with a large enough effect; inconclusive = small, poorly fitted or top-dose-only effect, or another doubt; inactive = no such curve, though single readings can be large; an effect the other way counts as inactive or inconclusive. Not a hit list (roughly 1.5% active in at least one column).

SMILES | GAA inh | GAA glycogen | CBFb-RUNX1 inh | aGlu spleen mod | HTT cytoprotect | Lamin A splicing | HTT aggregate
COc1ccc(Nc2nnc(SCc3cn4c(C)cccc4n3)s2)cc1 | -4% | -8% | -11% | -9% | 23%[1.9 µM] | ? | -8%
O=c1[nH]c(-c2ccccc2O)nc2ccccc12 | / | / | -10% | 5% | 8% | / | /
COC(=O)c1sccc1NC(=O)CSc1ccccc1NC(=O)CNC(C)C | 7% | -14% | 4% | -12% | -6% | -9%[46 µM] | 15%
Cc1cc(C)nc(NC(=O)c2ccc(Cl)cc2[N+](=O)[O-])c1 | 2% | -7% | -4% | 0% | -5%[0.074 µM] | 14% | -4%
S=C(Nc1ccccc1Cl)NC1CCC(NC(=S)Nc2ccccc2Cl)CC1 (centres undefined) | / | 6% | 11% | 6% | 12%[10 µM] | / | -15%[9.22 µM]
CCN(CC)S(=O)(=O)c1ccc(OC)c(NC(=O)c2cc3c(=O)n4ccccc4nc3s2)c1 | 7% | -17% | 3% | 3% | -1%[10 µM] | -4% | -11%
C/C(N)=C(/C#N)C(=O)CSc1nc2scc(-c3ccccc3)c2c(=O)n1C | 0% | 2% | 2% | -12% | 5%[10 µM] | ? | ?
COc1ccc2oc(-c3ccccc3[N+](=O)[O-])cc(=O)c2c1 | ? | -7% | 8% | -15% | -52%[inhibitor][10 µM] | / | -34%[9.22 µM]
COc1ccc(-n2c(C(C)n3nc(C)c([N+](=O)[O-])c3C)n[nH]c2=S)cc1 (centres undefined) | -6% | -5% | -4% | 6% | 21%[10 µM] | 3% | 7%
CC(C)(C)NC(=O)C1Cc2ccccc2CN1C(=O)Nc1cccc(Cl)c1 (centres undefined) | -10% | -3% | -3% | -7% | -10% | 0% | -5%
Cc1ccccc1C(=O)OC1OC(=O)C(Cl)=C1N1CCOCC1 (centres undefined) | 2% | 9% | 1% | -3% | 14%[10 µM] | ? | 8%
O=C(CCC(=O)Nc1ccc(Br)cc1)N/N=C/c1cc([N+](=O)[O-])ccc1O | -15% | 11% | -15% | -2% | -39%[inhibitor] | ? | ?
CC(=O)c1ccc(OCC(=O)Nc2ccc3c(c2)CCC3)cc1 | 1% | 2% | 2% | -23% | -22% | 14%[46 µM] | -1%
COc1ccc(NC(=O)c2ccc(-c3ccccc3)cc2)cc1NS(=O)(=O)c1ccc(F)cc1 | -20% | -10% | -8% | -1% | 5%[10 µM] | ? | -19%
COc1ccc(/C=C/C(=O)Nc2cc(C)on2)cc1 | -1% | 1% | -2% | -1% | 6%[10 µM] | 17% | -18%
Cc1nn(Cc2ccccc2)c(Cl)c1/C=C/C(=O)OCC(=O)N1CCCC1=O | ? | 3% | 11% | 2% | -10% | / | 13%
CCOc1ccccc1NC(=O)c1cccc(NC(=O)C(C)C)c1 | -2% | 1% | 6% | 3% | -39% | 2%[46 µM] | 17%
CCOC(=O)CCCNC(=O)COC(=O)c1cccc(F)c1 | 3% | 4% | -15% | 0% | -29% | -8%[46 µM] | 3%
Cc1ccc(F)cc1NC(=O)N1CCCN(C(=O)OC(C)(C)C)CC1 | / | 10% | 5% | 0% | 2%[10 µM] | / | 1%[9.22 µM]
COc1cc(C(=O)OC2CCCCC2=O)cc(OC)c1C (centres undefined) | -1% | -1% | 8% | 0% | -26% | ? | 2%
CN(Cc1ccccc1)C(=S)NC(=O)c1ccccc1 | 1% | -21% | -3% | -2% | -59%[inhibitor] | 5%[46 µM] | 2%
CC(c1nnc(SCn2nnc3ccccc3c2=O)n1-c1ccc(Cl)cc1)N(C)C (centres undefined) | -3% | 0% | 1% | 5% | 20%[10 µM] | -11% | -13%
O=C(CC1Sc2ncnn2C1=O)Nc1ccc(Br)cc1 (centres undefined) | 1% | -6% | 5% | 2% | 22%[10 µM] | ? | -6%
O=C(c1cc(S(=O)(=O)N2CCC3(CC2)OCCO3)ccc1F)N1CCCCC1 | -7% | -21% | -2% | 1% | -22% | / | -10%
CC1CCCCN1C(=O)c1cnn2c(C(F)(F)F)cc(-c3ccco3)nc12 (centres undefined) | -1% | -14% | -2% | -2% | -7% | 8% | 9%
O=C(c1ccc(Br)cc1)c1cc([N+](=O)[O-])ccc1N1CCOCC1 | 2% | 7% | -18% | -6% | -154%[inhibitor] | / | 25%
CC(C)C(NC(=O)c1ccccc1)c1nnc(SCC(=O)Nc2nccs2)n1C (centres undefined) | -5% | -15% | 6% | -7% | ? | -1% | 1%
CN(C)CCCNC(=S)Nc1ccc(Br)cc1 | / | 3% | 0% | -15% | 27%[10 µM] | / | 19%[9.22 µM]
COc1cccc(N2C(=O)C3CCCN3C2c2ccc(F)cc2)c1 (centres undefined) | ? | 13% | -1% | 2% | -18% | 12% | 19%
CC12C=CC3(CN(Cc4ccccc4)C(=O)C3C1C(=O)NCc1ccco1)O2 (centres undefined) | 0% | -8% | 3% | -1% | -4% | 0% | -15%
Cc1n[nH]c(=O)[nH]c1=O | / | / | -9%[21.7 µM] | -2%[29.1 µM] | 7%[40.3 µM] | -14% | /
O=C(/C=C/c1ccc2c(c1)OCO2)NCC1CCCO1 (centres undefined) | -3% | 7% | -10% | / | -60%[inhibitor] | / | -15%
CCOc1cc(/C=C(\C#N)C(=O)NCc2cccnc2)ccc1O | -7% | -12% | 3% | -5% | -7% | ? | -12%
O=C(Cc1cc(=O)[nH]c(=O)[nH]1)N1CCN(C(=O)c2ccco2)CC1 | 3% | -8% | 3% | -6% | -11%[10 µM] | -5% | -1%
C[C@@H]1CC=C[C@H]2[C@H]1C(=O)N(Cc1ccccc1)[C@H]2c1ccc(-c2ccoc2)cc1F | / | -5% | 9% | -7% | -20%[10 µM] | / | -38%[9.22 µM]
CN(C)C(=O)/C(=C\c1ccc(-c2cccc([N+](=O)[O-])c2)o1)NC(=O)c1ccccc1 | -14% | -5% | ? | / | -22% | -5%[1.84 µM] | 4%
c1cnc2c(c1)ccc1cccnc12 | 12% | -4%&5% | 9% | -10%&-10%&5%&2% | 0%[10 µM] | ? | 7.9µM*
CCCCN(C(=O)CSc1nnc(-c2ccco2)o1)c1c(N)n(Cc2ccccc2)c(=O)[nH]c1=O | -5% | 2% | ? | 0% | 0%[10 µM] | / | 10%[9.22 µM]
O=C(NCCc1c[nH]c2ccccc12)C(=O)NCC1OCCCN1S(=O)(=O)c1cc(F)ccc1F (centres undefined) | 4% | 6% | -4% | -2% | -4%[10 µM] | ? | -8%
O=C(NCCOc1cccc(Oc2ccccc2)c1)c1cc(-n2cnnc2)ccc1Cl | 3% | 0% | 4% | -8% | -17%[10 µM] | ? | 14%
CCn1c(SCC(=O)Nc2nccs2)nnc1-c1ccco1 | -7% | 0% | 0% | -3% | 7%[10 µM] | / | 1%[9.22 µM]
Cn1ncc2c(Nc3ccc([N+](=O)[O-])cc3)nc(Cl)nc21 | -13% | 4% | -2% | 0% | 12%[10 µM] | / | -9%[9.22 µM]
CCCNC(=O)Cn1nc(C(F)(F)F)c2c1CCCC2 | -2% | -12% | 0% | -3% | 13%[1.9 µM] | -2% | -23%
COc1ccccc1-c1cc2ccccc2[nH]1 | -1% | -10% | 17% | -16% | 3%[10 µM] | -9% | -14%
COC(=O)c1ccc(-n2c(C)cc(C(=O)CSc3cccc[n+]3[O-])c2C)cc1 | 2% | 4% | 3% | -3% | 5% | 9%[9.22 µM] | 2%
Cc1c(Br)c([N+](=O)[O-])nn1CC(=O)Nc1ccc(C(C)C)cc1 | ? | -9% | 1% | -6% | -9% | ? | 4%
CCc1nnc(NC(=O)c2ccc(N3C(=O)CCC3=O)cc2)s1 | 1% | 2% | 5% | -7% | 11%[10 µM] | -10% | -10%
O=c1c2ccc([N+](=O)[O-])cc2ncn1Cc1ccccc1C(F)(F)F | -8% | -3% | -4% | -11% | ? | / | 2%
CCCCC(CC)CNC(=O)C(Cc1ccccc1)NS(=O)(=O)c1ccc2c(c1)CCC(=O)N2 (centres undefined) | 0% | 6% | -1% | -4% | -20% | / | 1%
CCOC(=O)CSc1nc2cc(OC)ccc2cc1C#N | 0% | -9% | 13% | 2% | -22% | -4% | -25%
CCCOc1ccccc1N1C(=O)CC(N2CCOCC2)C1=O (centres undefined) | -5% | 5% | 8% | 1% | -3% | 12% | 10%
COc1ccc2c(c1)O[C@@H](c1ccc3c(c1)OCO3)[C@H](OC(=O)NS(=O)(=O)c1ccc(C)cc1)C2=O | / | / | -4% | 6% | -61%[inhibitor] | / | /
Clc1ccc(Cl)c(OCCCCNCc2ccccc2)c1 | -9% | 1% | 7% | -9% | / | ? | 25%
Cc1ccc2nsnc2c1NC(=S)NC(=O)c1ccco1 | ? | -2% | -7% | -2% | -4%[10 µM] | -12% | 7%
COc1cccc(/C=N/n2c(N)c(S(=O)(=O)c3cccs3)c3nc4ccccc4nc32)c1 | 9% | -8% | 0% | -5% | -21% | 4% | 2%
CC(=O)N/N=C(\C)c1cccc(C(F)(F)F)c1 | 0% | -3% | -6% | -1% | -2% | / | 7%
Cc1ccc(S(=O)(=O)N(C)CC(O)Cn2c3ccccc3c3ccccc32)cc1 (centres undefined) | ? | -10% | 17% | 3% | 29%[10 µM] | ? | ?
COC(=O)c1ccc(Cc2ccc(C(=O)OC)o2)o1 | 1% | -14% | 9% | -5% | -16%[10 µM] | -1% | ?
O=S(=O)(c1ccc(NC(=S)N/N=C/c2cccc(Oc3ccccc3)c2)cc1)N1CCOCC1 | -5% | -5% | 5% | -2% | -22% | / | -6%
Cc1ccc(C)n1NC(=O)c1ccc(Cl)cc1 | -6% | 3% | 0% | 3% | -1% | 2% | 10%

4 structures already listed, arranged by molecular weight, falling:
SMILES | GAA inh | GAA glycogen | CBFb-RUNX1 inh | aGlu spleen mod | HTT cytoprotect | Lamin A splicing | HTT aggregate
S=C(Nc1ccccc1Cl)NC1CCC(NC(=S)Nc2ccccc2Cl)CC1 (centres undefined) | / | 6% | 11% | 6% | 12%[10 µM] | / | -15%[9.22 µM]
CC12C=CC3(CN(Cc4ccccc4)C(=O)C3C1C(=O)NCc1ccco1)O2 (centres undefined) | 0% | -8% | 3% | -1% | -4% | 0% | -15%
O=c1c2ccc([N+](=O)[O-])cc2ncn1Cc1ccccc1C(F)(F)F | -8% | -3% | -4% | -11% | ? | / | 2%
Clc1ccc(Cl)c(OCCCCNCc2ccccc2)c1 | -9% | 1% | 7% | -9% | / | ? | 25%
